# Source: PubChem
# GC-B act: GC-B (human) receptor activation; HEK293-GC-B cells, CNP EC30, cGMP TR-FRET; 0% at EC30 CNP, 100% saturating CNP; activation, % at 10 µM; 370,000 tested, 0.11% active; AID 1920062;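 active = activation at 10 µM reaching about 35% in either raw or pattern-adjusted values, limit read from the data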
# GC-A act: GC-A (human) enzyme activation. P16066. HEK293 GC-A cells, cGMP TR-FRET, EC30 ANP; 0% at EC30 ANP, 100% saturating ANP. activation, % at 10 µM. 370,000 tested, 0.14% active. AID 1671463; in the data active = activation above about 40%
# MBD2 inh: blocks human MBD2 binding to methylated DNA. inhibition, % at 4.4 µM. 370,000 tested, 0.31% active. Q9UBB5. TR-FRET, MBD2 binding to methylated oligonucleotide; in the data active = inhibition above about 13%
# mABHD4 FP: inhibitors of mouse ABHD4. Q8VD66. purified mABHD4, FP-Rh probe fluorescence polarization. inhibition, % at 8.92 µM. 370,000 tested, 0.54% active. AID 720543;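 active = inhibition exceeding the mean over every tested compound plus 3 SD, cut at about 30% in these data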;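 also: 0% = plate median of compound wells and 100% = S159A mutant with DMSO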
# Target sequence (Q8VD66 whole entry, looked up): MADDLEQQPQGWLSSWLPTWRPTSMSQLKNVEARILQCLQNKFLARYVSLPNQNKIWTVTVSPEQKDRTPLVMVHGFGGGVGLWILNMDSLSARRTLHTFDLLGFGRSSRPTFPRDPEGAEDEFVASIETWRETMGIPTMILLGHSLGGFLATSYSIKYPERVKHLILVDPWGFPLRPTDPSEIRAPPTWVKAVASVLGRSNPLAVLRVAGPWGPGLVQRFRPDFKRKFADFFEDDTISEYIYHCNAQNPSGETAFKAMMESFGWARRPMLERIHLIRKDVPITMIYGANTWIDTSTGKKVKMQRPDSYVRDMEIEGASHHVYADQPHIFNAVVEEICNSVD
#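 Assay system: mouse ABHD4 enzyme, wild type / Also added: fluorescent activity-based probe FP-Rh / Doses: single nominal dose of 8.92 µM, 0.89% DMSO final / Timing: 45 min compound pre-incubation plus 60 min probe step, 25 °C / Signal: FP readout, ex 525 nm / em 598 nm / Control set: S159A mutant/DMSO as 100%, compound-well median as 0%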
# TCR-CD3 inh: human TCR-CD3 binding inhibition. TAMRA-labeled TCR probe fluorescence, biochemical. inhibition, % at 9.4 µM. 360,000 tested, 0.37% active. AID 651800; in the data active = inhibition above about 19%;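 also: recombinant mutant TCR 2C K166C tagged with TAMRA read by polarization; 0% = receptor in buffer alone and 100% = receptor with positive control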
# HTRA1 inhibitor: blocks human HTRA1 serine peptidase; Q92743; recombinant HTRA1, FP-rhodamine activity-based probe, fluorescence polarization; inhibition, % at 5.96 µM; 340,000 tested, 0.5% active; AID 504803; in the data active = inhibition above about 36%;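 also: 0% = enzyme with DMSO and 100% = wells lacking enzyme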
# Target sequence (Q92743 whole entry, looked up): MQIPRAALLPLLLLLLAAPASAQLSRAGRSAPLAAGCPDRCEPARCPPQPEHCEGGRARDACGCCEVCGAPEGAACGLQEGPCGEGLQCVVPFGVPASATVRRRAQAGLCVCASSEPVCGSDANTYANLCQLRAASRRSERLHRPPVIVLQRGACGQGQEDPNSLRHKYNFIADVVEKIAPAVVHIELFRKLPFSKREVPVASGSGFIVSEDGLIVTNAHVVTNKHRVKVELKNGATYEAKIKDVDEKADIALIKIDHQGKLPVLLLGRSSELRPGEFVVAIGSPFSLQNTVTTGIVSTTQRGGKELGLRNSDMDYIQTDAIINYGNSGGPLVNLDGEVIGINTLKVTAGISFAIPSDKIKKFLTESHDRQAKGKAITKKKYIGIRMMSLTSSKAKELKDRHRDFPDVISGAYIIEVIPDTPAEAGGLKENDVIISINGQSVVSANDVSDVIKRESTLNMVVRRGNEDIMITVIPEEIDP
# rCAG binder: binds r(CAG) RNA repeats; r(CAG) RNA repeat, TO-PRO-1 dye displacement fluorescence; inhibition, % at 3 µM; 370,000 tested, 1.3% active;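 active = inhibition above the plate cutoff, the mean of all test compounds on that plate plus 3 SD, cut at about 35% in these data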;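 also: 0% = DMSO alone and 100% = 100 µM mitoxantrone as full dye displacement; higher means more dye released from RNA so lower well fluorescence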
# UHRF1 MBD2 ctr: blocks human UHRF1 binding to methylated DNA; inhibition, % at 4.4 µM; 370,000 tested, 0.75% active; AID 687016; UHRF1 binding to methylated oligo, TR-FRET; Q96T88; in the data active = inhibition above about 21%;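 also: UHRF1 SRA domain binding a hemimethylated CpG hairpin DNA probe; 0% = median of test compound wells and 100% = reference inhibitor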
# PRMT1 inh: blocks human protein arginine methyltransferase 1; AID 652257; 370,000 tested, 1.3% active; Q99873; recombinant PRMT1, activity-based probe fluorescence polarization; inhibition, % at 2.79 µM;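 active = inhibition above about 21% made by adding two undisclosed values, limit read from the data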
# SIAE inh: inhibitors of human sialic acid acetylesterase SIAE. SIAE FP-Rh probe binding, fluorescence polarization. inhibition, % at 9.66 µM. 370,000 tested, 0.69% active;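 active = inhibition above a cutoff: mean of compounds within the control limits plus 3 SD of those, cut at about 17% in these data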;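 also: 0% = plate median of compound wells and 100% = probe without SIAE protein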
# Numbers without * were called inactive; . = not tested or not shown. An excerpt; rates above refer to the full screens.
SMILES,GC-B act,GC-A act,MBD2 inh,mABHD4 FP,TCR-CD3 inh,HTRA1 inhibitor,rCAG binder,UHRF1 MBD2 ctr,PRMT1 inh,SIAE inh
O=C(/C=C/c1ccc2c(c1)OCO2)Nc1nc(-c2ccccc2)cs1,0.0,7.4,-0.2,-94.7,-1.6,-71.8,17.4,-4.6,-1.8,-93.0
COc1ccc(NC(=S)N2CCC(NC(=O)c3ccco3)CC2)cc1,3.3,-2.1,-5.0,0.9,-2.5,-4.5,0.6,-0.1,-2.8,8.6
Cc1cccc(OCCCC(=O)NC(C)C)c1,-0.7,-3.1,1.6,-0.5,1.9,-2.0,-1.8,-1.7,-0.6,0.5
O=C1NC(c2ccc3c(c2)OCO3)Oc2ccccc21 (stereo unspecified),1.2,3.0,0.3,3.9,-0.1,-7.0,-0.7,0.1,-1.1,0.3
COc1ccc(-n2nnc3c(SCC(=O)NCc4ccco4)ncnc32)cc1,1.6,0.3,1.8,-2.0,0.2,-9.0,5.0,0.2,4.3,-4.0
C=CCC(C)(NCc1ccccc1)c1ccco1 (stereo unspecified),-0.5,-4.2,-0.6,13.4,0.6,-3.1,-3.5,-1.7,0.3,10.4
Cc1ccc(S(=O)(=O)N/N=C\c2ccc3c(c2)OCO3)c(C)c1,8.3,2.4,1.5,9.4,8.9,-5.5,4.4,-1.2,0.8,5.5
CC(C)(C)c1ccc(C(=O)NCc2ccco2)cc1,0.1,1.1,2.5,-4.8,5.0,.,-5.7,1.3,-2.8,8.4
O=C1ON=C(c2ccc(Cl)c([N+](=O)[O-])c2)/C1=C/c1cccc([N+](=O)[O-])c1O,2.5,2.7,2.5,-3.6,-7.1,1.9,2.4,-1.2,5.5,4.6
O=C(NCC(O)c1nc2ccccc2[nH]1)c1cc([N+](=O)[O-])ccc1F (stereo unspecified),-0.7,2.9,-0.1,3.3,1.1,.,0.5,-0.1,2.0,-6.9
CCCn1c(-c2ccc(OC)cc2)nc2ccccc21,17.9,11.1,4.5,4.8,0.8,-6.9,-7.5,-0.8,-1.0,3.1
COc1ccc(CCNc2ncnc3c2c(C)c(C)n3CCO)cc1OC,2.6,-1.8,-1.6,-2.1,0.2,4.1,-3.5,-2.4,-2.4,5.4
CCC(CC)C(=O)N1CC(=O)Nc2ccc(F)cc2C1c1ccc(F)cc1 (stereo unspecified),-2.1,-5.5,1.4,1.3,-0.9,-8.1,-0.3,-2.6,0.4,1.9
Cc1ccc2c(c1)/C(=C/c1ccco1)C(=O)N2,-5.7,0.6,-3.1,-2.4,-1.0,-5.3,5.1,-5.4,-1.7,1.9
CCOC(=O)COc1ccc(S(=O)(=O)NCCC2=CCCCC2)cc1,4.3,13.3,1.9,-3.3,4.3,-12.9,-8.4,-3.3,-0.2,-1.6
COc1ccc(NC(=O)Cc2ccc(Cl)cc2Cl)cn1,-1.9,4.5,5.4,-12.0,0.9,-4.0,1.9,3.1,-4.1,-8.3
O=C(CSc1ccc2nnc(-c3ccc(Cl)cc3)n2n1)N1CCc2ccccc21,-4.0,-4.0,-3.6,5.0,6.9,-1.4,2.7,0.9,-0.8,-4.0
CCCN(C#N)c1nc(NCC)nc(NC(C)C)n1,4.7,7.0,3.0,-0.5,1.1,-2.3,-4.0,12.6,2.5,5.2
Cc1ccc(C(=O)c2ccccc2C(=O)OCC(=O)NCC2CCCO2)cc1 (stereo unspecified),1.2,0.1,10.2,-7.6,0.2,-1.0,-2.3,4.8,5.8,-2.1
Cc1cc(NC(=O)C(C)Oc2ccc(C(C)(C)C)cc2)no1 (stereo unspecified),-4.8,0.2,-5.7,-4.7,-10.5,-3.5,-8.2,1.5,-0.7,13.8

# Full records from above:
# O=C(NCC(O)c1nc2ccccc2[nH]1)c1cc([N+](=O)[O-])ccc1F (stereo unspecified) as listed: GC-B act: -0.7; GC-A act: 2.9; MBD2 inh: -0.1; mABHD4 FP: 3.3; TCR-CD3 inh: 1.1; HTRA1 inhibitor: .; rCAG binder: 0.5; UHRF1 MBD2 ctr: -0.1; PRMT1 inh: 2.0; SIAE inh: -6.9
# Cc1ccc2c(c1)/C(=C/c1ccco1)C(=O)N2 as listed: GC-B act: -5.7; GC-A act: 0.6; MBD2 inh: -3.1; mABHD4 FP: -2.4; TCR-CD3 inh: -1.0; HTRA1 inhibitor: -5.3; rCAG binder: 5.1; UHRF1 MBD2 ctr: -5.4; PRMT1 inh: -1.7; SIAE inh: 1.9

# Remaining list, next part:
SMILES,GC-B act,GC-A act,MBD2 inh,mABHD4 FP,TCR-CD3 inh,HTRA1 inhibitor,rCAG binder,UHRF1 MBD2 ctr,PRMT1 inh,SIAE inh
Cc1ccc(NC(CNS(=O)(=O)c2ccc(Cl)cc2)c2ccccc2)cc1 (stereo unspecified),-16.0,-17.6,1.9,-7.8,3.8,-33.9,3.1,1.1,-2.0,-4.0
CCN1C(c2ccccc2)C(C)C(=O)C(C)C1c1ccccc1 (stereo unspecified),-6.7,2.1,-0.3,0.5,-0.3,-6.1,-0.3,-1.1,2.2,14.4
COCc1ccc(C(=O)N2CCCC(N3CCN(c4cccc(Cl)c4)CC3)C2)s1 (stereo unspecified),0.6,-0.7,-2.9,-2.6,-1.9,1.2,0.8,1.0,-0.2,2.5
COc1cc(C(=O)C(=O)N2CCN(c3ccccc3)CC2)cc(OC)c1OC,-4.0,-1.4,-3.1,3.6,7.7,.,7.7,-1.8,-0.5,1.4
Fc1ccccc1N1CCN(CCCc2ccccc2)CC1,-0.4,4.0,1.8,10.7,-2.5,-1.1,-7.2,2.3,5.5,2.8
C[C@@H](NC(=O)c1[nH]cnc1C(=O)Nc1nccs1)c1ccccc1,2.5,2.8,-2.5,1.2,5.2,-0.2,-2.0,2.2,1.3,3.0
COc1cccc(-c2ccc(C#N)c(OC(=O)c3c(Cl)cccc3Cl)n2)c1,-5.8,1.9,3.6,-8.2,-5.5,-36.9,11.1,-1.1,1.4,-20.8
O=C(NC1CCCN(Cc2ccc(Cl)cc2)C1)c1ccccc1C(F)(F)F (stereo unspecified),3.0,-3.3,0.1,3.6,4.8,-2.8,-5.2,1.0,-0.7,3.5
Cc1c(C(=O)O)sc(=S)n1-c1ccc(Cl)cc1,3.0,10.2,-2.3,3.7,2.9,-7.5,-1.2,0.1,1.9,-1.4
COc1cccc(NC(=O)CN(C)C(=O)c2cc(-c3ccc(C)o3)nc3ccccc23)c1,12.6,6.5,-3.6,0.3,-2.6,-22.7,8.1,-2.8,50.8*,-10.6
CCCn1c(CCc2ccccc2)nnc1SCC(=O)N1CCOCC1,4.2,-2.0,3.0,-6.7,1.7,6.0,18.4,-2.0,0.4,-0.2
CC12CC3(C)CC(C)(C1)CC(C(=O)NC(=S)N1CCOCC1)(C2)C3,-3.2,-6.1,8.6,-8.6,-8.9,-5.1,-10.1,7.3,1.1,-5.6
CCOc1ccccc1N1CCN(C/C=C/c2ccc(N(C)C)cc2)CC1,6.2,-0.6,-5.1,27.5,1.0,2.1,2.6,1.7,5.1,0.5
CCOc1ccc(NC(=O)CN(C)C(=O)c2cc3c(s2)CCCCC3)cc1OCC,-1.0,2.5,4.6,3.2,2.5,-6.0,-5.9,3.0,0.6,8.8
CCOc1ccc(CNC(=O)C2Cc3cc(S(=O)(=O)N4CCCCC4)ccc3N2C(C)=O)cc1 (stereo unspecified),7.6,0.7,2.3,-6.7,3.4,-0.3,-0.8,-2.4,-1.6,8.1
O=C(CCCCCCN1C(=O)c2ccccc2C1=O)N1CCC(c2ccccc2)C1 (stereo unspecified),-1.1,0.2,3.5,2.3,4.5,-14.2,-8.6,-1.4,0.1,-4.0
COc1cccc2c1Oc1cc([N+](=O)[O-])cc(N(C)C(C)=O)c1C=C2,0.1,-3.4,1.9,-3.0,5.5,5.0,-3.5,-2.9,0.4,-4.5
Cc1nc2ccc(S(=O)(=O)CCC(=O)NCc3ccc(Cl)cc3)cc2s1,3.7,-4.2,8.8,1.1,-11.0,.,2.0,6.5,7.2,-21.7
Cn1ccnc1SCC(=O)NC1CCCC1,-0.2,0.4,-0.1,2.7,-2.5,3.1,-0.2,1.9,2.2,4.2
CCOC(=O)c1sc2nc3c(cc2c1N)COC(C)(CC)C3 (stereo unspecified),-1.0,3.1,1.1,-2.2,2.1,-4.0,4.6,3.0,5.8,-4.3
Cc1cc(S(=O)(=O)N(Cc2ccc(C(C)C)cc2)CC2CCCO2)ccc1-n1cnnn1 (stereo unspecified),0.5,-3.8,-3.1,-17.4,3.0,-25.4,0.0,-1.8,2.3,-2.6
NC(=O)C(C1=CCCCC1)c1ccccc1 (stereo unspecified),3.2,6.5,1.9,4.9,-4.9,2.6,-0.6,0.0,4.0,-4.1
C[C@H](CO)N1C[C@H](C)[C@H](CN(C)C(=O)Nc2ccc(N3CCN(C)CC3)cc2)OCc2cnnn2CCCC1=O,2.4,3.5,2.7,-2.3,1.3,2.4,2.8,4.1,-5.3,5.3
Cc1nnc(SCCn2c(Br)nc3c2c(=O)[nH]c(=O)n3C)s1,-3.1,2.7,-0.1,8.4,-3.4,2.4,1.1,2.0,0.0,-0.6
CC(NC(=O)COC(=O)Cc1ccsc1)C1CC2CCC1C2 (stereo unspecified),-2.0,0.8,-1.2,1.8,0.3,-10.1,-6.7,-1.3,1.2,0.8
Cc1cccc(N=C2SC(C)CN2C(=O)CN2C(=O)NC3(CCCC3)C2=O)c1 (stereo unspecified),6.3,14.5,1.6,-2.3,0.6,-6.0,-4.7,3.1,2.1,0.2
CN1CCC(NC(=O)c2cccs2)CC1,1.6,-0.1,-0.2,-2.6,0.6,-3.6,2.9,6.3,-2.4,3.2
O=C(Nc1ccccc1)N1CCN(Cc2nc3ccccc3c(=O)[nH]2)CC1,5.1,-1.9,1.7,-1.3,.,.,-0.1,0.9,2.8,12.6
Cc1ccc(N2C(=O)C3N=NN(CC(=O)N4N=C(c5ccccc5)CC4c4ccccc4)C3C2=O)cc1 (stereo unspecified),-2.2,1.7,-1.0,-0.6,3.2,-23.6,8.8,0.8,-4.5,-5.3
CC(OC(=O)c1nsc(Cl)c1Cl)C(=O)NCc1ccco1 (stereo unspecified),-2.7,1.0,-0.1,3.5,-4.0,-0.7,1.3,5.6,1.9,2.7
CCNc1nc(-c2ccc(Cl)cc2)cs1,-0.5,2.5,7.5,3.4,-10.5,-11.6,0.7,0.6,-0.3,8.9
CC(=O)OC1CC(C)N(C(=O)c2ccccc2)c2ccc(C)cc21 (stereo unspecified),-10.8,-7.9,-2.5,-0.6,5.3,-3.8,-5.9,0.6,0.5,11.7
NS(=O)(=O)c1ccc(NC(=O)COC(=O)COc2cccc(C(F)(F)F)c2)cc1,-9.6,-5.6,9.7,-19.0,-5.0,-0.6,6.3,3.5,1.3,-4.8
CCCc1ccc(-c2cc(C(=O)Nc3ccc([N+](=O)[O-])cn3)c3ccccc3n2)cc1,-1.6,-0.4,-2.7,-1.5,5.6,3.9,5.7,-1.2,-0.9,-7.4
COc1ccc(C(=O)Nc2cc3c(cc2N2CCCCC2)n(C)c(=O)n3C)cc1OC,0.9,-8.1,1.4,-0.7,2.0,-4.0,-3.5,2.5,-0.7,2.0
Nc1nonc1-n1nnc(C(=O)N/N=C/c2ccccc2F)c1CN1CCc2ccccc21,0.9,8.5,3.8,5.1,6.2,0.2,14.4,1.3,-1.4,0.9
CC(C)c1nc2ccc(Br)cn2c1NC1CCCC1,0.5,0.9,1.8,0.3,-1.0,1.0,-2.0,0.2,3.1,-3.1
